Bioassay records as filed in PubChem.
HEK293 NOD2/NF-kB: NOD2 signaling inhibitors, cell-based, luminescence, uHTS, HEK293 (AID 1566) | HEK293 NOD2/NF-kB luciferase reporter, luminescence; higher % means a stronger effect | inhibition, % at 4 µM, or EC50 in µM where a hit was titrated | 290,000 compounds, 0.63% hits; note: many of its hits are not listed in these tables
Myeloid diff 2: compounds promoting myeloid differentiation; 360,000 compounds, 1% hits; calls only at 10 µM; ER-HoxA9 myeloid progenitors, lysozyme-GFP differentiation, flow cytometry;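 active = normalized GFP-positive differentiation at or above the plate's own cutoff, the solvent-only control mean plus 3 SD; inconclusive = no clear call, values can overlap the other calls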;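 note: cells exposed to compound for four days before flow analysis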
PhoP inhibition: PhoP-dependent GFP reporter repression – Salmonella Typhimurium, primary screen (AID 1863) | S. Typhimurium PhoP-regulated promoter GFP reporter, 4 h; higher % means a stronger effect | 300,000 compounds, 0.16% hits | inhibition, % at 50 µM; hits with a dose series show IC50 in µM;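 active = inhibition over 29.93%, a cutoff 3 SD above the screen mean, later confirmed by dose response; inconclusive = inhibition over 29.93% but no dose response follow-up; inactive = inhibition at most 29.93% or unconfirmed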;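 note: 0% = low Mg2+ inducing control and 100% = high Mg2+ repressing control; strong numbers were not always called active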
HIV fusion peptide: inhibitors of HIV fusion peptide binding, primary screen, biochemical, uHTS, fluorescence dequenching (AID 1986); cell-free peptide binding, fluorescence dequenching, 30 min; higher % means a stronger effect; one-dose inhibition, % at 20 µM; IC50 in µM for titrated hits; 290,000 compounds, 0.3% hits; in the data active = inhibition mostly above about 52%, no sharp cut-off; inactive = mostly below about 76%; note: some results filed as inactive read as strong as hits
NOD1 NF-kB reporter: inhibition of NOD1-driven NF-kB reporter – cell-based, luminescence, uHTS, primary screen (AID 1578) | NOD1-driven NF-kB luciferase reporter cells, luminescence; higher % means a stronger effect | inhibition, % at 4 µM; hits with a dose series show EC50 in µM | 290,000 compounds, 1% hits; in the data active = inhibition mostly above about 36%, no sharp cut-off; inactive = mostly below about 34%;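 note: HEK-293T reporter cells stimulated with the NOD1 agonist gamma-tri-DAP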
SIAH1 antagonists: Siah-1 peptide-binding antagonists, primary screen, biochemical, fluorescence polarization, rhodamine-plectin, uHTS (AID 1817) | 290,000 compounds, 0.02% hits | one-dose displacement, % at 20 µM; IC50 in µM for titrated hits | Siah-1 / rhodamine-plectin peptide fluorescence polarization; higher % means a stronger effect;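 active = displacement of at least 50% at 20 µM, with a fluorescence ratio check between 0.3 and a set limit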;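 note: plate controls were Siah plus tracer with DMSO for no effect and tracer alone without Siah for full effect; strong numbers were not always called active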
KOR beta-arrestin-1: kappa opioid receptor activators – cell-based, luminescence, uHTS, primary screen (AID 1777); KOR beta-arrestin recruitment, luminescence; higher % means a stronger effect; activation, % at 10 µM, or EC50 in µM where a hit was titrated; 280,000 compounds, 0.02% hits; in the data active = activation above about 50%, passing the limit was not always enough; note: a part of the inactive calls stands beside numbers as strong as those of hits
LYP phosphatase: PTPN22 lymphoid phosphatase activity blockers – biochemical, fluorescence intensity, uHTS (AID 1779). recombinant LYP phosphatase, fluorescence intensity; higher % means a stronger effect. inhibition, % at 11.5 µM, or IC50 in µM where a hit was titrated. 290,000 compounds, 0.054% hits;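 note: plate controls were vehicle with enzyme for no effect and no enzyme for full effect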
KOR beta-arrestin-2: KOR antagonists, beta-arrestin recruitment, cell-based, luminescence, uHTS (AID 1778). KOR beta-arrestin recruitment, luminescence, antagonist mode; higher % means a stronger effect. one-dose inhibition, % at 10 µM; IC50 in µM for titrated hits. 290,000 compounds, 0.091% hits; note: strong numbers were not always called active
Myeloid diff 2 GFP+ MAC1+ %: second read-out of Myeloid diff 2, no call of its own (marks repeat the call); GFP+ MAC1+ double positive, %; measured here: differentiation confirmed by MAC1 staining
An asterisk follows results filed as active; i = inactive; u = inconclusive; x = not tested or not shown; + = active, no number; [ ] = another dose, or the depositor's remark. Cut-off read from the data, not from the text of the source, unless noted: active = inhibition above about 50%; inactive = the rest. Some of the compounds tested; the hit share may differ from the screen's.

SMILES	HEK293 NOD2/NF-kB	Myeloid diff 2	Myeloid diff 2 GFP+ MAC1+ %	PhoP inhibition	HIV fusion peptide	NOD1 NF-kB reporter	SIAH1 antagonists	KOR beta-arrestin-1	LYP phosphatase	KOR beta-arrestin-2
CCOC(=O)/C(=N\Nc1ccccc1)S(=O)(=O)c1ccccc1	-8%	i	0.9	-6%	-1.4%	1%	4%	3.5%	-4%	-43%
CCOC(=O)c1cc(-c2nnc(-c3ccc(Oc4ccccc4)cc3)o2)c(C)nc1C	9%	i	1.7	-2%	2.4%	18%	0%	-0.2%	4%	-20%
CS(=O)(=O)N1CCN(C(=O)c2ccc(Cl)s2)CC1	10%	i	0.1	-8%	0.5%	-20%	14%	-3.5%	-4%	26%
Oc1ccc2ccccc2c1CN1CCCC1	14%	i	0.4	18%	-2.9%	-32%	6%	3.3%	-4%	6%[20 µM]
CN(C)/C=C/C(=O)c1cnc(-c2ccccc2)s1	-46%	i	0.0	1%	-0.1%	-39%	-1%	-1.6%	1%	17%
O=C1N=C(N2CCCC2)CN1c1ccccc1	8%	i	0.7	0%	-1.1%	-22%	-2%	6.4%	-3%	-11%
CCCC(=O)c1cn(CC(=O)OC)c2ccccc12	-8%	i	1.2	2%	-0.4%	-4%	-4%	8.3%	-9%	-20%
O=C(NC1CC1)C1CCN(C2CCN(C(=O)c3c(F)cccc3Cl)CC2)CC1	10%	i	1.2	-3%	3.8%	-19%	-3%	2.4%	-11%	8%
COc1ccccc1NCC(=O)Nc1cc(S(=O)(=O)N2CCOCC2)ccc1N1CCOCC1	7%	i	0.4	5%	-1.2%	-26%	9%	-3.5%	2%	15%
CCOC(=O)C1=C(c2ccccc2)NC(SC)=C(C#N)C1c1ccco1 (stereo not drawn)	4%	i	1.0	39%	3.6%	-46%	2%	-0.7%	-3%	-5%
CN1CCN(NC(=O)C23CC4CC(CC(C4)C2)C3)CC1	7%	i	0.3	-5%	5.0%	-2%	5%	-8.1%	-9%	9%
CCOC(=O)c1c(C)[nH]c(C(=O)Nc2ccc(C)c(Cl)c2)c1C	-140%	x	x	2%	1.4%	-83%	-2%	8.9%	-7%	5%
CCOC(=O)C1CCN(c2ncnc3c2cnn3-c2ccc(Cl)cc2)CC1	58%*	i	0.1	-4%	0.1%	23%	-2%	1.7%	-3%	24%
O=c1cc(-c2ccccc2F)oc2ccccc12	-60%	i	0.9	6%	-1.5%	-41%	2%	6.8%	-2%	-45%
NC(=O)c1ccc(N2CCN(c3ccc(O)cc3)CC2)c([N+](=O)[O-])c1	26%	i	1.0	1%	1.6%	-18%	16%	-3.8%	-4%	-37%[20 µM]
NC(=O)Cn1cnc2nc3n(c2c1=O)CCC3	0%	i	0.2	-7%	-1.7%	-17%	-1%	-6.3%	-9%	-23%[20 µM]
CCOc1ccc(C(=O)NC(=S)Nc2cccc(NC(=O)c3ccco3)c2)cc1[N+](=O)[O-]	23%	i	0.3	-3%	0.1%	-38%	2%	-3.7%	-1%	27%
CCOc1ccccc1N(CC(=O)NCC1CCCO1)C(=O)CCC(=O)Nc1ccccn1 (stereo not drawn)	21%	i	1.5	-13%	1.0%	13%	0%	-0.3%	-10%	-29%
CCOCc1cn(CC(=O)c2ccc(Cl)cc2)c(C)nc1=N	2%	i	0.8	11%	-0.9%	5%	1%	-4.5%	-9%	-20%
Cn1c(=O)c2c(nc(N3CCc4ccccc4C3)n2C)n(C)c1=O	21%	i	0.9	-8%	-0.4%	30%	-3%	2.1%	-8%	-92%[20 µM]
O=C(CSc1nc(N2CCCCC2)nc(N2CCCCC2)n1)c1ccccc1	1%	i	0.5	-8%	2.2%	-14%	-1%	3.4%	0%	-4%
O=C(CN1CCCCC1)Nc1ccccc1NC(=O)CN1CCCCC1	-6%	i	0.7	21%	-1.8%	18%	-4%	-0.7%	-3%	-5%
CC(C)Nc1nc(SCC(=O)Nc2ccccc2)nc(N2CCOCC2)n1	6%	i	1.4	5%	0.5%	8%	-2%	3.4%	-7%	16%
Cc1c2c(n3c(nc4ccccc43)c1C#N)N(CCN(C)C)CC2	13%	i	1.1	0%	8.2%	-10%	4%	2.3%	-22%	-24%
Cc1ccc(/C=C/C(=O)OCC(=O)Nc2cccc(S(=O)(=O)N(C)C)c2)o1	3%	i	0.4	-2%	9.7%	2%	-5%	7.7%	7%	-11%
The listing continues.
SMILES	HEK293 NOD2/NF-kB	Myeloid diff 2	Myeloid diff 2 GFP+ MAC1+ %	PhoP inhibition	HIV fusion peptide	NOD1 NF-kB reporter	SIAH1 antagonists	KOR beta-arrestin-1	LYP phosphatase	KOR beta-arrestin-2
C[n+]1cccc(/C=N/NC(=O)CC23CC4CC(CC(C4)C2)C3)c1	8%	i	1.2	-4%	-0.4%	-8%	-1%	0.0%	4%	9%
COC(C(=O)Nc1ccc(C(N)=O)cc1)c1ccccc1 (stereo not drawn)	0%	i	0.4	6%	0.9%	11%	-3%	0.1%	-9%	10%[20 µM]
CNS(=O)(=O)c1ccc(NC(=O)c2ccccn2)cc1	-65%	i	1.0	-10%	0.9%	-43%	3%	14%	-1%	-14%
O=C1CCC([N+](=O)[O-])C(c2cccc([N+](=O)[O-])c2)N1 (stereo not drawn)	2%	i	0.4	-5%	-0.7%	-20%	6%	-3.4%	-5%	5%
O=C(O)C1CCCCN1S(=O)(=O)c1cccc2nsnc12 (stereo not drawn)	8%	i	0.1	5%	-1.4%	-12%	1%	-0.2%	-1%	22%
Cc1ccc(/C=C2/C(=N)N3N=C(CC(=O)N4CCCC4)SC3=NC2=O)o1	14%	u	x	-2%	4.6%	-1%	2%	2.4%	-6%	-20%
Cc1ccc(S(=O)(=O)N2CCCC(c3nnc4n3-c3ccccc3SC4)C2)cc1 (stereo not drawn)	20%	i	0.8	6%	0.2%	-12%	2%	1.0%	4%	4%
O=C1OC(c2ccccc2)=N/C1=C\C=C\c1ccccc1[N+](=O)[O-]	5%	i	0.9	-4%	4.7%	-14%	-2%	1.5%	6%	4%
CC(/C=N/NC(=O)c1ccccc1F)c1ccccc1 (stereo not drawn)	-11%	i	0.3	-10%	1.4%	-6%	-1%	2.8%	-8%	-37%
Cc1ccc(S(=O)(=O)N2CCN(C(=O)CN3CCCCC3)C2)cc1	6%	i	1.0	-5%	0.3%	-6%	0%	4.8%	-5%	9%
Cc1cc(C(C)(C)C)c(O)c(C(C)(C)C)c1	12%	i	2.8	0%	-0.6%	-24%	0%	-2.0%	-8%	-5%
COc1ccc(OC)c(NC(=O)C2CCCCC2)c1	-4%	i	0.2	-9%	-0.5%	-38%	5%	-0.3%	-3%	-40%
CCOC(=O)C(c1ccccc1)N1CCN(c2ccc(OC)cc2)CC1 (stereo not drawn)	5%	i	2.1	-8%	-1.0%	0%	-4%	-0.4%	-3%	-21%
NC(=O)c1ccc(NC(=O)COC(=O)/C=C/c2cccs2)cc1	8%	i	0.0	3%	1.0%	-26%	5%	-0.7%	-1%	-27%
COc1cc(/C=C/C(=O)OCC(=O)N(C)C2CCS(=O)(=O)C2)ccc1OC(F)F (stereo not drawn)	17%	i	1.0	3%	0.6%	-9%	4%	4.7%	-8%	-22%
CN(C)c1cc(N/N=C\c2ccccc2)nc(N(C)C)n1	0%	i	0.7	4%	2.3%	-8%	3%	-3.1%	-7%	-15%
O=C(CN1CCCN(Cc2ccc(F)cc2)S1(=O)=O)NC1CCCC1	-1%	i	4.7	1%	-1.4%	-11%	1%	1.7%	-8%	-30%
Cc1ccccc1Cn1c2ccccc2c2cnn(CC(=O)N3CCN(c4ccccc4)CC3)c(=O)c21	8%	i	2.5	7%	-1.6%	-6%	3%	-5.6%	5%	30%
CCCCCCCCNC(=O)c1cccnc1SCC(=O)Nc1ccc(OC)cc1OC	-26%	i	1.1	5%	-1.2%	-28%	-3%	5.2%	4%	24%
CCOc1ccccc1NC(=O)c1c(NC(=O)CNCc2ccco2)sc2c1CCC2	15%	x	x	x	3.4%	-30%	-1%	5.0%	-5%	17%
CC(C)(C)n1ncc2c(=O)n(Cc3ccc(Cl)c(Cl)c3)cnc21	2%	+	5.3*	-6%	0.0%	20%	-1%	-0.4%	-2%	-56%
O=C(NCCN1CCc2ccccc2C1)Nc1ccc([N+](=O)[O-])cc1	20%	i	0.5	7%	-1.5%	-7%	6%	-6.4%	0%	-15%
O=S(=O)(c1ccc(F)cc1)N1CCN(c2ccccn2)CC1	18%	i	0.1	7%	0.9%	-12%	-2%	-1.8%	5%	-15%
C=CCOc1nc(N2CCCC2)nc(N2CCCC2)n1	1%	i	0.5	10%	-0.4%	-12%	1%	-3.4%	-2%	21%
CCn1cc(S(=O)(=O)Nc2cc(F)ccc2C)cn1	-33%	i	0.4	4%	-2.0%	0%	-10%	0.2%	-1%	-14%[20 µM]
(more compounds)
SMILES	HEK293 NOD2/NF-kB	Myeloid diff 2	Myeloid diff 2 GFP+ MAC1+ %	PhoP inhibition	HIV fusion peptide	NOD1 NF-kB reporter	SIAH1 antagonists	KOR beta-arrestin-1	LYP phosphatase	KOR beta-arrestin-2
Cc1ccc(C(=O)Nc2nc3ccc(S(C)(=O)=O)cc3s2)s1	-89%	i	0.8	-1%	-1.7%	-38%	-3%	-9.5%	-10%	7%
COc1cccc(/C=N/NC(=O)C(c2ccncc2)N2CCOCC2)c1 (stereo not drawn)	-22%	i	0.5	-1%	1.8%	-9%	0%	7.5%	3%	-26%
O=S(=O)(c1ccc(N2CCCCCC2)nc1)N1CCCC1	-9%	i	0.4	-7%	-1.1%	-63%	0%	-1.7%	-7%	-10%
COCC(C)n1c(SC(C)C(=O)NC2CCCCC2C)nc2ccccc2c1=O (stereo not drawn)	-11%	i	3.9	0%	0.0%	-27%	5%	-3.0%	-9%	4%
COc1ccc(NC2CCCN(C(=O)C3=NN(C)C(=O)CC3)C2)cc1OC (stereo not drawn)	23%	i	1.6	-4%	0.9%	-12%	-1%	-2.2%	-8%	-18%
O=C(CNC(=O)c1ccccc1)N/N=C/c1cn[nH]c1-c1ccccc1	22%	i	0.2	12%	0.0%	-16%	4%	2.2%	-3%	2%
COc1cc(C(F)(F)F)nc(-c2ccccn2)n1	-4%	i	0.4	-8%	-2.4%	-4%	-5%	-0.2%	-4%	1%
CN1CCN(NC(=S)NC2CCCCC2)CC1	16%	i	0.2	3%	2.6%	15%	8%	-2.8%	-8%	-10%
O=C(CCCCCN1C(=O)c2cccc3cccc(c23)C1=O)N1CCOCC1	15%	i	1.3	5%	1.5%	3%	6%	0.8%	-3%	21%

Look-ups from the entries so far.
`COc1ccc(NC2CCCN(C(=O)C3=NN(C)C(=O)CC3)C2)cc1OC` (stereo not drawn) in SIAH1 antagonists is listed with -1%
`O=C(CNC(=O)c1ccccc1)N/N=C/c1cn[nH]c1-c1ccccc1` in PhoP inhibition is listed with 12%
